Screens (PubChem BioAssay)
mlh1 rad18 = NCI yeast anticancer drug screen, S. cerevisiae mlh1 rad18 strain | growth inhibition, % at 50 µM | 79,000 compounds, 11% hits;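 further: 0% = growth of vehicle-only cultures of the same strain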
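Growth inhibition of the yeast strain was measured after compound exposure and expressed relative to vehicle-treated controls. The strain carries defined defects in DNA damage repair.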
cln2 rad14 = NCI yeast anticancer drug screen, S. cerevisiae cln2 rad14 strain; % growth inhibition at 50 µM; 78,000 compounds, 8.3% hits; AID 165;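 further: 0% = growth of vehicle-only cultures of the same strain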
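Yeast strain cln2 rad14, bearing defects in cell cycle control and DNA repair, serves as the test system; values reflect growth inhibition compared with vehicle.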
sgs1 mgt1 = NCI yeast anticancer drug screen, S. cerevisiae sgs1 mgt1 strain. % growth inhibition at 50 µM. 78,000 compounds, 10% hits. AID 161;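 further: 0% = growth of vehicle-only cultures of the same strain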
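This yeast growth screen uses a strain with defined DNA-repair lesions; compound-treated growth is compared with vehicle-treated growth.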
yeast bub3 = NCI yeast anticancer drug screen, S. cerevisiae bub3 mutant strain; % growth inhibition at 50 µM; 78,000 compounds, 9.9% hits; AID 167;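 further: 0% = growth of vehicle-only cultures of the same strain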
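Compounds were applied to a genetically altered yeast strain carrying a cell-cycle control defect. Growth inhibition was scored against vehicle-treated controls.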
mec2-1 = NCI yeast anticancer drug screen, S. cerevisiae mec2-1 strain | growth inhibition, % at 50 µM | AID 157 | 79,000 compounds, 9% hits;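 further: 0% = growth of vehicle-only cultures of the same strain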
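mec2-1 yeast strain, carrying an alteration in DNA damage repair or cell cycle control, was exposed to compounds; growth inhibition was measured relative to vehicle-treated controls.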
rad50 = NCI yeast anticancer drug screen, S. cerevisiae rad50 strain; % growth inhibition at 50 µM; 79,000 compounds, 10% hits;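 further: 0% = growth of vehicle-only cultures of the same strain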
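Inhibition values express reduced yeast growth in compound-treated cultures relative to vehicle-treated controls.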
An asterisk follows results filed as active; & = joins results of further samples; ! = repeats disagree. No stated cut-off is given here; in the data, active means growth inhibition above about 70%; inactive means the rest.

The line under a structure holds: mlh1 rad18, cln2 rad14, sgs1 mgt1, yeast bub3, mec2-1, rad50
Cc1ccc(S(=O)(=O)OCC(OS(=O)(=O)c2ccc(C)cc2)C(O)C(O)C(O)CO)cc1 (stereo not drawn)
    -17, 0, -13, -8, -3, -30
CC(=O)N[C@H]1CC[C@H]2[C@@H]3CCC4=CC(=O)CC[C@]4(C)[C@H]3CC[C@]12C
    94*, 79*, 94*, 98*, 94*, 33
O=C(NC/C=C/Br)Nc1c2ccccc2nc2ccccc12
    1, 7, 19, 7, 3, 14
Cc1ccc([N+](=O)[O-])cc1S(=O)(=O)O
    2, 12, 22, 20, 13, 24
CCOC(OCC)C(=O)OCC(=O)[C@]1(O)Cc2c(O)c3c(c(O)c2[C@@H](OC2CC(N)C(O)C(C)O2)C1)C(=O)c1c(OC)cccc1C3=O (stereo partly drawn)
    21, 19, 34, 35, 16, 26
N#CC(NNC(=O)c1ccccc1O)c1ccccc1O (stereo not drawn)
    -13, 4, -8, 23, -7, 28
C=Cc1ccc(-c2ccccc2)cc1
    -1, -43, -26, -6, -15, 7
CCNC(=O)N(Cc1ccccc1)Cc1ccccc1
    -21, 13, 6, 24, 9, 8
O=C(C[n+]1ccc2ccccc2c1)c1ccc2ccccc2c1
    70&-11, 71*!, 62&-9, 72*!, 39&-5, 85*!
COc1ccc(C(=O)CCC(=O)O)c(C)c1
    5, 2, -1, 20, 13, 7
O=C(O)c1c[nH]c2cc(OCc3ccccc3)ccc2c1=O
    8, -7, -45, -21, -44, -4
CC(=O)CC(=O)NCCN(C)C
    -7, 6, -11, -9, -43, -24
COC(=O)C1=C(C(=O)OC)C2(CCCCCC2=O)OC1=O (stereo not drawn)
    -8, 9, -13, 4, 5, -1
O=C1OC(c2ccc(Cl)cc2)=C/C1=C/c1ccccn1
    11, -34, 5, 5, 10, -1
COc1cc(NC/C(C)=N/NC(N)=O)c2ncccc2c1
    -8, -3, -3, 2, 16, 7
CC1CCC2(OC1)OC1CC3C4CCC5CC(O)CCC5(C)C4CC(=O)OC3(C)C1C2C (stereo not drawn)
    2, -7, -15, -25, -24, -11
COc1ccc2c(=O)c(O)c(-c3ccc(OC)c(OC)c3)oc2c1
    18, -9, -19, -1, 5, 13
O=C(Nc1cccc2ccccc12)c1ccccc1F
    12, -2, 15, 21, 17, -1
N#CC1Sc2ccccc2-n2cccc21 (stereo not drawn)
    6, 10, 4, -1, -4, 6
COC(=O)c1cc(-c2ccco2)c2c(=O)n(-c3ccccc3)[nH]c2n1
    -15, 12, -16, 7, -3, -7

4 records picked at random from those above:
The line under a structure holds: mlh1 rad18, cln2 rad14, sgs1 mgt1, yeast bub3, mec2-1, rad50
COc1cc(NC/C(C)=N/NC(N)=O)c2ncccc2c1
    -8, -3, -3, 2, 16, 7
COc1ccc(C(=O)CCC(=O)O)c(C)c1
    5, 2, -1, 20, 13, 7
O=C(Nc1cccc2ccccc12)c1ccccc1F
    12, -2, 15, 21, 17, -1
N#CC1Sc2ccccc2-n2cccc21 (stereo not drawn)
    6, 10, 4, -1, -4, 6

Going on with the list.
The line under a structure holds: mlh1 rad18, cln2 rad14, sgs1 mgt1, yeast bub3, mec2-1, rad50
C/C=C1/CN2CC[C@@]34c5cc([C@]67C8CCN9C/C(=C/C)[C@H](CC96)C(C(=O)OC)N7c6ccccc68)c(OC)cc5N(C)[C@H]3C2CC1C4C(=O)OC (stereo partly drawn)
    16, 11, 17, 28, 18, 17
CC(/C=C/C(O)=C1/C(=O)CNC1=O)=C\[C@@H](C)[C@H]1O[C@@]2(C)O[C@H](C(=O)[C@@H]3O[C@@]32C)[C@@H]1C
    90*, 91*, 94*, 93*, 94*, 92*
CCSc1nc2ncnc(N)c2[nH]1
    -26, 17, -3, -17, -11, -5
CC(C)OC(=O)Nc1cc(Cl)ccc1Cl
    19, 17, -7, 28, -7, 23
COC(=O)CCC(=O)c1ccc2c(c1)CC1(C2)Cc2ccc3c(c2C1)CCCC3=O (stereo not drawn)
    -4, 6, -14, -14, -27, -11
CCN1CCNC(=O)C1c1ccccc1 (stereo not drawn)
    1, 1, -17, -1, 16, -9
CC(=O)C(=Cc1ccc(C=C(C(C)=O)C(C)=O)cc1)C(C)=O
    95*, 46, 59, 5, 59, 45
CCCCCCCCCCCC(=O)N(CC)CC
    100*, 99*, 100*, 100*, 100*, 100*
Nc1nc(=S)c2ncn(C3OC(COC(=O)c4ccc([N+](=O)[O-])cc4)C(OC(=O)c4ccc([N+](=O)[O-])cc4)C3OC(=O)c3ccc([N+](=O)[O-])cc3)c2[nH]1 (stereo not drawn)
    14, -2, -3, -6, 3, 3
O=C(NCc1cccc(Cl)c1)Nc1ccccc1
    9, 3, -12, 24, 9, 9
CC1=C(C)CC2C(=O)c3c(O)ccc(O)c3C(=O)C2C1 (stereo not drawn)
    50, 4, 52, 40, 45, 29
Cc1cccc(Nc2nc3ccccc3nc2NS(=O)(=O)c2ccccc2)c1
    -44, 1, 7, 6, 0, -16
COc1ccc(/C=C/C(=O)C(C)CN(C)C)cc1 (stereo not drawn)
    22, 15, 23, -11, 1, 14
CCCCCN(CCO)CCCCC
    -6, 2, -19, 2, -30, 0
CC(=O)c1cccc(NC(=O)C(=O)C(C(=O)c2ccccc2F)C2OC(=O)c3ccccc32)c1 (stereo not drawn)
    -4, 4, -5, -6, -7, 9
CCCCCCCCCCCCCCCCNC(=O)/C(=C\c1ccc(Cl)c(Cl)c1)NC(=O)c1ccccc1
    89*, 59, 55, 89*, 94*, 93*
CC1=NCC(C)S1 (stereo not drawn)
    -6, -6, 7, -9, -10, -3
O=c1c2c(c(=O)c(=O)c1=O)Nc1ccccc1N2
    16, 35, 12, 10, -6, 22
CCn1c(O)c(C=Nc2ccccc2)s/c1=N/Nc1nc(-c2ccccc2)cs1
    62, 25, 44, 75*, 24, 42
Cc1ccccc1S(=O)(=O)C(c1ccccc1)c1ccccc1
    -17, -10, 2, 12, -22, 4

Some values from the results shown.
For yeast bub3, COc1ccc2c(=O)c(O)c(-c3ccc(OC)c(OC)c3)oc2c1 has the entry -1
For yeast bub3, CCSc1nc2ncnc(N)c2[nH]1 has the entry -17
For yeast bub3, COc1ccc(C(=O)CCC(=O)O)c(C)c1 has the entry 20
For mlh1 rad18, COC(=O)c1cc(-c2ccco2)c2c(=O)n(-c3ccccc3)[nH]c2n1 has the entry -15

(next part)
Key to letters – A = mlh1 rad18; B = cln2 rad14; C = sgs1 mgt1; D = yeast bub3; E = mec2-1; F = rad50
> COC(=O)C(C)=C1CCCCC1
  A: -13	B: -38	C: -13	D: 12	E: -4	F: 18
> CSc1ccc(/C=C2/C[N+](C)(C)C/C(=C/c3ccc(SC)cc3)C2=O)cc1
  A: 87*	B: 87*	C: 87*	D: 90*	E: 91*	F: 91*
> O=CC(=O)CC(O)CO (stereo not drawn)
  A: 76*	B: 89*	C: 68	D: 99*	E: 73*	F: 78*
> COC(=O)C(CSSCC(C(=O)NC(Cc1ccccc1)C(=O)NCC(=O)OC(C)(C)C)N1C(=O)CCC1=O)NC(=O)OCc1ccccc1 (stereo not drawn)
  A: 19	B: -45	C: -5	D: -51	E: 11	F: -29
> CC(=O)Oc1ncnc2c1cnn2C
  A: -3	B: -39	C: -16	D: 2	E: -2	F: -9
> CCOC(=O)CN1CCC(C(=O)OCC)CC1
  A: 21	B: 13	C: 21	D: -3	E: -27	F: 8
> Nc1c(Cl)[nH]c(C(F)(F)F)nc1=S
  A: 23	B: 15	C: -2	D: -9	E: -5	F: 5
> Nc1ccc(C(=O)NCCCN2CCCCC2)cc1
  A: -6	B: -36	C: 9	D: 8	E: 18	F: 11
> S=c1nc2ccccn2c(=S)n1-c1ccccn1
  A: 58	B: 0	C: 27	D: 24	E: 24	F: 34
> C[C@@H]1Nc2ccccc2[C@H]1C
  A: -8	B: 8	C: -53	D: -43	E: -38	F: -26
> C=CCOCn1cnc2c(=O)[nH]c(N)nc21
  A: -38	B: 12	C: -35	D: -28	E: -41	F: -43
> S=C(C#Cc1ccccc1)Nc1ccccc1
  A: 99*	B: 99*	C: 97*	D: 99*	E: 99*	F: 99*
> CC(C)CCCC(C)[C@H]1CC[C@H]2[C@@H]3CC[C@H]4C[C@@H](CCC=C(c5cc(Cl)c(O)c(C(=O)O)c5)c5cc(Cl)c(O)c(C(=O)O)c5)CC[C@]4(C)[C@H]3CC[C@]12C (stereo partly drawn) (tested in a mixture with another compound)
  A: 51	B: -8	C: 3	D: 11	E: 22	F: 1
> CCCCCCCCCCCC(O)=C1C(=O)CC(O)CC1=O (stereo not drawn)
  A: 83*	B: 90*	C: 91*	D: 90*	E: 92*	F: 88*
> OCCCCCCCO
  A: 11	B: 19	C: 1	D: -5	E: 29	F: 13
> NNC(=O)c1ccccc1NC(=O)/C(=C/c1ccccc1)NC(=O)c1ccccc1
  A: -37	B: -5	C: 4	D: 32	E: -2	F: -2
> CC(=O)Oc1ccccc1C(OC(C)=O)OC(C)=O
  A: 34	B: -20	C: 12	D: 2	E: 5	F: 32
> c1ccc(-c2cc(Nc3ccc4c(c3)OCO4)c3cc(C4CCCCC4)ccc3n2)cc1
  A: 98*	B: 60	C: 97*	D: 41	E: 84*	F: 79*
> C[C@H]1C(=O)OCN1S(=O)(=O)C(C)(C)C
  A: -3	B: -2	C: 16	D: 16	E: 25	F: 0
> COc1ccc2c(c1)OCC1Cc3ccccc3OC21 (stereo not drawn)
  A: 42	B: -2	C: 20	D: -1	E: -1	F: -1
> CS(=O)(=O)OCCC(COS(C)(=O)=O)NC(=O)c1ccccc1 (stereo not drawn)
  A: -5	B: -18	C: -3	D: -10	E: -9	F: -4
> COc1cccc(/C=N/NC(N)=S)c1OC
  A: 2	B: 16	C: 12	D: 11	E: 9	F: 36
> COc1ccc(S(=O)(=O)O)cc1-n1nc(C(=O)Nc2ccccc2)n[n+]1-c1cc(S(=O)(=O)[O-])ccc1OC
  A: 64	B: 0	C: 22	D: -11	E: 40	F: 19
> O=C(Nc1ccc(S(=O)(=O)NC2CCCCC2)cc1)OC1CCCC1
  A: 12	B: 8	C: -8	D: 8	E: 8	F: 5
> CCN(CC)c1nc(=O)c(C(=O)C(C)(C)C)c(C(C)(C)C)o1
  A: -17	B: -12	C: -34	D: -9	E: -39	F: -15

(listing goes on)
Key to letters – A = mlh1 rad18; B = cln2 rad14; C = sgs1 mgt1; D = yeast bub3; E = mec2-1; F = rad50
> O=C(O)C(Br)C(Br)C(=O)Nc1cccc(C(F)(F)F)c1 (stereo not drawn)
  A: 24	B: 1	C: 15	D: -2	E: -6	F: 17
> Nc1nnc(-c2cccc(-c3nnc(N)o3)c2)o1
  A: -15	B: -41	C: -10	D: -6	E: -25	F: -14
> COc1cc(OC)c2ccccc2n1
  A: 5	B: -17	C: -1	D: -21	E: -10	F: -3
> O=C(O)COc1cccc(OCC(=O)O)c1
  A: 25	B: 10	C: -9	D: 0	E: -12	F: 4
> CCn1c(C)cc(=NC(=O)c2ccccc2O)n1-c1ccccc1
  A: 17	B: 12	C: 26	D: 21	E: 10	F: 4
> Cc1ccc(SCN2CCCCC2)cc1 (tested in a mixture with another compound)
  A: 75*	B: 0	C: 36	D: 1	E: 13	F: 62
